Tau filament bind – binders of human tau filaments; AID 596; 2% of 71,000 active; Potency, µM (doses to about 57.1 µM), for inactives: at the highest dose activity change, negative = inhibition; recombinant tau filaments, thioflavin S fluorescence, 15 h; filaments grown with octadecylsulfate alongside compound;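 further: potency means the concentration at half of the fitted maximal effect; on the % scale 0 is the no-effect control and ±100 the full control effect; actives lower thioflavin S fluorescence by blocking filaments or displacing dye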
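Recombinant tau protein (human, 1 uM final) plus 30 uM ODS in HEPES pH 7.4 with NaCl, DTT and thioflavine S. Compound present from the start; fluorescence at 510 nm after 15 h, 37 C.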
DNA Pol III inh – DNA polymerase III holoenzyme inhibition; reconstituted DNA polymerase III holoenzyme replication, biochemical; Potency, µM (series often up to 57.1 µM), for the others: at the top dose activity change, negative = inhibition; 0.25% of 71,000 active; AID 603; further: potency means the concentration at half of the fitted maximal effect; on the % scale 0 is the no-effect control and ±100 the full control effect
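Reconstituted *E. coli* holoenzyme (0.35 nM Pol III, 1 nM beta, 154 nM SSB, 2 nM primase) was preincubated with compound for 15 min at RT. Synthesis on 1.4 nM ssM13Gori ran 35 min, then was stopped with PicoGreen/EDTA and read as dsDNA fluorescence.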
Rhodamine autofl – compound autofluorescence in rhodamine spectral region; Rhodamine-region fluorescence, 547/598 nm, Tris buffer; hits give high values; max dye-equivalent concentration, M; 0.05% of 59,000 active; AID 594; in the data active means max dye-equivalent concentration above about 11 nM; inconclusive means between about 1.1 nM and that limit
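Read-out is relative fluorescence at 547 nm excitation and 598 nm emission, expressed as dye-equivalent concentration using rhodamine standards on every plate. Each compound was profiled across a concentration series after 15 min in 100 mM Tris, pH 8.0.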
HBB splice mod – modulators of hemoglobin beta chain splicing; AID 925; 0.06% of 65,000 active; Potency, µM (titrated, usually from 46.1 µM), for inactives: at the top dose activation, actives largely listed as activators; HBB splicing reporter cell assay, activation; EGFP reporter with mutant IVS2-654 intron; response scale: normalised to 500 nM splice-correcting PNA; further: potency means the concentration at half of the fitted maximal effect; 0% is about no effect
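Compounds were applied for 2 days to HeLa EGFP-654 cells, 500/well in Optimem with 2% FCS. The reporter's EGFP is disrupted by mis-splicing of beta-globin intron IVS2-654. Readout: summed well GFP fluorescence from 488 nm laser scanning; reference was 500 nM antisense […] 654 PNA.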
TexasRed autofl – compound fluoresces in the Texas Red spectral region; Compound fluorescence, Texas Red channel, 547/618 nm; hits give high values; max dye-equivalent concentration, M; 0.06% of 59,000 active; in the data active means max dye-equivalent concentration above about 10 nM; inconclusive means between about 1.1 nM and that limit
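Pin-transferred compounds and Texas Red standards go into 100 mM Tris buffer, pH 8.0. After 15 min at room temperature, plates are imaged with 547/618 nm filters. Each value is a dye-equivalent concentration derived from the per-plate dye curve.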
Hsp90 Hop PPI – changes Hsp90-Hop TPR2A binding signal, up or down; AlphaScreen TPR2A-His6 binding biotin-Hsp90 C-terminal peptide; 0.44% of 71,000 active; Potency, µM (highest dose often 57 µM), inactives show top-dose activity change, negative = inhibition; AID 595; active means well fitted curve in either direction with a large enough effect; inconclusive means small, poorly fitted or top-dose-only effect, or another doubt; further: potency means the concentration at half of the fitted maximal effect; on the % scale 0 is the no-effect control and ±100 the full control effect; many of its hits are not listed in these tables
CRE Fsk mod – CRE-bla signaling modulation under forskolin stimulation | CHO CRE-bla reporter (cAMP response element driving beta-lactamase), forskolin EC10, beta-lactamase ratio | AID 662 | 2.5% of 71,000 active | Potency, µM (top dose mostly 38.2 µM), inactives show at the top dose activity change, negative = inhibition, actives largely listed as activators; active means well fitted activation curve with a large enough effect in the signal ratio, with a control signal flat, not every such curve was filed as active; inconclusive means small, poorly fitted or top-dose-only effect, or effect the other way, or a change in a side signal; the % refers to the signal ratio; further: potency means the concentration at half of the fitted maximal effect; % of control where 0% means no effect
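Reporter-gene assay: CHO cells with beta-lactamase behind cAMP responsive elements, co-treated with compound and EC10 NKH 477 for 3 hours at 37 degrees Celsius. Activity came from the 460/530 nm CCF4 emission ratio.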
HADH2 inhib – HADH2 (human) dehydrogenase inhibition | Potency, µM (titrated, usually from 57.1 µM), for the others: at the top dose activity change, negative = inhibition, usual class: inhibitors | recombinant HADH2, NADH fluorescence, beta-hydroxybutyryl-CoA | 3.4% of 73,000 active | Q99714 | AID 886; further: potency means the concentration at half of the fitted maximal effect; on the % scale 0 is the no-effect control and ±100 the full control effect; nearly all actives have a fitted effect of over 60% in size; many of its hits are not listed in these tables
Target sequence (Q99714 whole entry, looked up, one chain of several): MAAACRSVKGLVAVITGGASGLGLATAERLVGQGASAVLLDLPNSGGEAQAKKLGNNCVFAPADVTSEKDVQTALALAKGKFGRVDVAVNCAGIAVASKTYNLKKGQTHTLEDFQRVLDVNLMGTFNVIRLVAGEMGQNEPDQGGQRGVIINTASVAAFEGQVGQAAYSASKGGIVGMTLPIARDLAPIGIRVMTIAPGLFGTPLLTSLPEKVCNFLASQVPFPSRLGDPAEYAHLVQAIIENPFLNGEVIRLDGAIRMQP
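E. coli-expressed His-tagged HADH2 tested at 20 nM in alkaline Tris buffer (pH 9.0); oxidation of 90 uM beta-hydroxybutyryl-CoA with 1 mM NAD+ tracked fluorimetrically for 4 min.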
ALOX15 inhib – 15-hLO (ALOX15) enzyme inhibition; 1.4% of 74,000 active; Potency, µM (titrated, usually from 57.1 µM), inactives show at the highest dose activity change, negative = inhibition, hits mostly inhibitors; purified 15hLO-1, xylenol orange hydroperoxide absorbance; further: potency means the concentration at half of the fitted maximal effect; on the % scale 0 is the no-effect control and ±100 the full control effect; nearly all actives have a fitted effect of over 55% in size
Target sequence (P16050 whole entry, looked up): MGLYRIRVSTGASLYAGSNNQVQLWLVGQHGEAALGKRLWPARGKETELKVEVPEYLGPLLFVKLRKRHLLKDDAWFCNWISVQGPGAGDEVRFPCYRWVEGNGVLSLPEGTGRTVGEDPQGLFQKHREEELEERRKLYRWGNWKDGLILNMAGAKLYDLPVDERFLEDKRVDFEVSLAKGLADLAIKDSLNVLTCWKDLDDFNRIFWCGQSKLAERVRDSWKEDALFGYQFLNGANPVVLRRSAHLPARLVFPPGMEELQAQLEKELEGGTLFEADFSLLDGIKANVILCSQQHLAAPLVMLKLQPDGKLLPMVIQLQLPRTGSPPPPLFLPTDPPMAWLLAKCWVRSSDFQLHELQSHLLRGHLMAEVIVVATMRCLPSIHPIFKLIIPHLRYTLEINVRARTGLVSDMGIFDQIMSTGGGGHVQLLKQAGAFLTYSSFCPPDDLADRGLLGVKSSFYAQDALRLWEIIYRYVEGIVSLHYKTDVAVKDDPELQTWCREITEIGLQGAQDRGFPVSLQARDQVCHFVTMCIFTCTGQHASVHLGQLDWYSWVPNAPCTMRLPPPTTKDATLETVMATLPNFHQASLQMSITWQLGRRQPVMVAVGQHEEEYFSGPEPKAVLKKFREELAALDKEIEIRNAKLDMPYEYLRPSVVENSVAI
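Readout: Fe(III)-xylenol orange absorbance, 573-to-405 nm ratio as reaction progress. Enzyme 40 nM purified human 15hLO-1, substrate 50 uM arachidonic acid, 6 min RT after 15 min compound preincubation; Hepes pH 7.5 buffer with Triton X-100.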
ERK AVP inh – vasopressin-driven ERK pathway inhibition; HEK293-V1b, vasopressin-stimulated pERK AlphaScreen; Potency, µM (titrated, usually from 57.5 µM), without a hit: at the top dose activity, negative = inhibition, hits mostly inhibitors; 0.99% of 72,000 active; further: potency means the concentration at half of the fitted maximal effect; on the % scale 0 is the no-effect control and ±100 the full control effect; nearly all actives have a fitted effect of over 55% in size
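qHTS, compounds titrated on V1b-expressing HEK293 cells. Preincubation 30 min at 37C, vasopressin 25 nM for 5 min, lysis 10 min, bead incubation 5 hr at room temperature.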
Luciferase inh – inhibitors of firefly luciferase | P08659 | 2.2% of 72,000 active | Potency, µM (series often up to 57.1 µM), without a hit: top-dose activity change, negative = inhibition, most hits filed as inhibitors | AID 411 | purified firefly luciferase, luminescence, 8 min; further: potency means the concentration at half of the fitted maximal effect; on the % scale 0 is the no-effect control and ±100 the full control effect; nearly all actives have a fitted effect of over 40% in size
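Luminescence read-out after 8 min at room temperature; enzyme reaction used luciferin plus 10 uM ATP (linear range) in imidazole buffer pH 7.2 with KCl, MgCl2, Tween 20 and BSA. Each sample was run as a titration.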
Active calls of the source: *; i = inactive; ? = inconclusive; . = no result given; [ ] = remark or other dose. Unless noted, the call rests on the fitted dose curve; in most records, active means well fitted curve in the direction sought with a large enough effect; inconclusive means small, poorly fitted or top-dose-only effect, or another doubt; inactive means no such curve, though single readings can be large; an effect the other way counts as inactive or inconclusive. These rows are one share of the data (hit frequency here may not be typical).

molecule	Tau filament bind	DNA Pol III inh	Rhodamine autofl	HBB splice mod	TexasRed autofl	Hsp90 Hop PPI	CRE Fsk mod	HADH2 inhib	ALOX15 inhib	ERK AVP inh	Luciferase inh
CN(C)Cc1ccccc1-c1ccc2ncnc(NC3CCNCC3)c2c1	-17.5%	-5.7%	i	1.4%	i	-0.9%	?	7.2%	16.1%	4.7%	-0.4%[2.29 µM]
CC[C@@H](C)[C@H](NC(=O)C1CCN(C(=O)[C@@H](NS(=O)(=O)c2ccc(C)cc2)C(C)C)CC1)C(=O)O	4.5%	-2.0%	i	0.1%[0.369 µM]	?	1.1%	-7.7%	-0.4%	-13.8%	-7.4%	-4.9%
Cn1c(=O)c(-c2cccc(Cl)c2)nc2cncnc21	-23.7%	-2.0%	i	0.7%	i	-6.2%	12.6µM*	-11.3%	1.1%	1.9%	-0.7%[11.4 µM]
Cn1c(=O)c2cc(S(=O)(=O)NCCC(=O)NC3CCCCCCC3)ccc2n(C)c1=O	-1.2%	0.7%	i	2.7%	i	-4.7%	-6.5%	1.6%	6.3%	-8.4%	-2.7%
CN1C(=O)c2ccc(N3CCCC3)cc2C1=O	8.4%	-6.6%	i	-0.5%	i	20.8%	?	4.5%	?	16.4%	-0.7%
O=C(Cn1c(=O)n(-c2ccccc2)c(=O)c2sccc21)N1CCCC1	3.2%	-2.0%	i	-0.8%	i	-4.8%	?	4.5%	-4.7%	-21.4%	1.4%
Cc1c(C(=O)NCc2cccnc2)sc2nc(-c3ccc(F)cc3)cn12	7.7%	-7.4%	.	-0.8%	.	-1.5%	3.16µM*	-4.8%	2.9%	.	-10.5%
COCCNC(=O)CSc1nc2ccccc2c2nc(C)nn12	3.2%	-2.5%	i	-4.6%	i	-2.2%	?	-14.5%	11.4%	29.0%	2.5%

Results in HADH2 inhib and Hsp90 Hop PPI, for some of the entries so far:
Compound,HADH2 inhib,Hsp90 Hop PPI
Cn1c(=O)c2cc(S(=O)(=O)NCCC(=O)NC3CCCCCCC3)ccc2n(C)c1=O,1.6%,-4.7%
CN(C)Cc1ccccc1-c1ccc2ncnc(NC3CCNCC3)c2c1,7.2%,-0.9%

(more compounds)
molecule	Tau filament bind	DNA Pol III inh	Rhodamine autofl	HBB splice mod	TexasRed autofl	Hsp90 Hop PPI	CRE Fsk mod	HADH2 inhib	ALOX15 inhib	ERK AVP inh	Luciferase inh
O=C(Nc1ccccc1Cl)N1CCN(c2ccccn2)CC1	12.3%[11.4 µM]	-0.6%[11.4 µM]	.	-1.3%[0.0738 µM]	.	-2.2%[11 µM]	?	-6.2%[11.4 µM]	-2.7%[11.4 µM]	-16.4%	-8.4%
CCOc1ccc(N2C(=O)CC(NCc3ccc(F)cc3)C2=O)cc1 (stereo not given)	-0.6%	-8.1%	i	-0.5%	i	3.3%	-14.8%	5.9%	8.7%	-8.0%	2.1%
Cc1nnc(SCC(=O)Nc2nccs2)[nH]c1=O	15.7%	-3.0%	i	-0.8%	i	-5.3%	-1.8%	?	-23.1%	8.2%	2.5%
Cc1ccc2nc(N3CCN(Cc4nnnn4Cc4ccccc4)CC3)c(C#N)cc2c1	?	-7.4%	i	-0.4%[57.5 µM]	i	1.1%	?	-10.8%	-14.9%	?	-2.1%
Cc1cc2n(n1)C(c1ccc3c(c1)OCO3)Nc1ccccc1-2 (stereo not given)	6.1%	4.8%	i	-0.5%[57.5 µM]	i	8.3%	?	?	-18.9%	-13.8%	-1.3%
CCOc1ccc2[nH]c(=O)c(CN(CC3CCCN3CC)C(=O)NCc3ccccc3)cc2c1 (stereo not given)	4.3%	-4.6%	i	-0.1%[57.5 µM]	i	-0.9%	?	-6.3%	-15.5%	-12.1%	2.6%
COCCNC(=O)c1ccc2c(=O)n(CCOC)c(=O)[nH]c2c1	1.1%	-5.1%	i	1.2%	i	-7.3%	1.0%	-24.3%	0.6%	6.0%	3.7%
Cc1[nH]c(=O)[nH]c(=O)c1NC(=O)c1cccs1	1.0%	1.1%	i	-1.1%	i	-3.7%	-0.9%	-10.2%	10.5%	-10.8%	-1.4%
Cc1cc(N/C=C2\CCCCC2=O)no1	-1.9%	0.5%	i	0.7%	i	-1.4%	?	-7.2%	12.7%	-6.5%	-5.0%
CCOc1ccccc1C(=O)N(CN1CCCC1=O)c1ccc(C)c(Cl)c1	-18.4%	-11.2%	i	5.6%	i	-4.5%	-20.3%	-2.7%	-26.8%	2.3%	3.5%
Cc1nn(C)c(C)c1NC(=O)CSc1nnc(C)n1-c1ccccc1	2.6%	-3.9%	i	-0.3%	i	-3.0%	1.8%	0.0%	-6.6%	4.2%	1.4%
COc1ccccc1/C=C/CN1CC(C)OC(C)C1 (stereo not given)	3.6%	-4.1%	i	0.5%	i	-4.8%	-1.8%	2.7%	-6.5%	-3.7%	3.0%
Cc1cc2cc(CCNS(C)(=O)=O)c(=O)[nH]c2cc1C	-4.8%	-0.7%	i	-1.2%	i	-0.2%	-20.2%	-24.7%	-1.2%	17.0%	-2.4%
CP(=O)(COC(=O)c1ccccc1)COC(=O)c1ccccc1	0.5%[11.4 µM]	0.4%[11.4 µM]	.	-1.2%[0.0738 µM]	.	-5.3%[11 µM]	?	0.3%[11.4 µM]	4.6%[11.4 µM]	-28.5%	1.9%
COC(=O)c1cccc(S(=O)(=O)N(Cc2ccco2)Cc2cc3ccc(OC)cc3[nH]c2=O)c1	-4.5%	3.4%	i	0.6%	i	-3.6%	4.5%	19.1%	-11.4%	-15.9%	0.3%
CCc1cc2c(NCC(=O)O)ncnc2s1	4.4%	3.4%	i	.	i	?	-3.9%	9.6%	7.6%	6.7%	0.0%
CC(=O)C1C(c2ccc(Cl)cc2)NC(=O)NC1(O)C(F)(F)F (stereo not given)	5.1%	-5.4%	.	0.0%	.	-6.5%	-2.0%	3.6%	3.2%	.	3.2%
CCOC(=O)N1CCN(C(=O)c2ccccc2NC(=O)COc2ccccc2C)CC1	9.4%	-11.0%	.	-1.6%	.	-5.3%	-9.6%	8.5%	-0.6%	.	0.1%
CCCNC(=O)C1CCN(S(=O)(=O)c2ccc3nc4c(c(C(=O)O)c3c2)CCCCC4)CC1	-6.7%	-0.5%	.	0.9%	.	-1.5%	-4.0%	-5.0%	0.3%	10.4%	-2.0%
Cc1cc(C)cc(N(CC(=O)N2CCc3ccccc32)S(=O)(=O)c2c(C)noc2C)c1	79.8%	-4.0%	.	-0.6%	.	-1.4%[2.3 µM]	2.8%	8.0%	1.6%	11.5%	2.1%
Cc1c(C2CCN(CCc3ccccc3)CC2)noc1-c1ccc(Cl)cc1	-28.8%	-6.1%	.	.	.	-1.8%	?	5.0%	-4.0%[25.6 µM]	-20.2%	2.1%
CC1CC(C)CN(S(=O)(=O)c2ccc(NC(=O)C3COc4ccccc4O3)cc2)C1 (stereo not given)	-20.7%	-1.4%	.	-0.8%	.	6.7%	2.9%	2.9%	-13.6%	-17.1%	2.6%
COc1ccc(C2C3=C(OC(C)=O)c4ccccc4C3=Nc3c2c(=O)n(C)c(=O)n3C)cc1 (stereo not given)	-2.9%	-7.7%	i	0.3%[57.5 µM]	i	4.1%	8.3%	15.8%	-7.8%	?	-0.5%
COc1ccc(C(C)NC(=O)C2C(=O)NC3(C)CC2c2ccccc2O3)cc1 (stereo not given)	1.5%	5.3%	i	-0.8%	i	-0.9%	-7.9%	2.6%	1.4%	34.1%[activator]	-0.7%
O=C(O)CCN1C(=O)CC2(CCCCC2)C1=O	-1.5%	-5.4%	i	-2.2%	i	0.0%	?	-2.7%	5.1%	-6.6%	3.1%
COCc1cc(C)nc(N2CCN(c3ccccc3)CC2)c1C#N	-8.6%	-8.8%	.	-0.1%	.	?	?	?	-10.8%	84.4%	-0.3%
Cc1cc(C)n(CCOc2nonc2N)n1	1.6%	2.7%	i	.	i	5.2%	-4.7%	-27.1%	7.4%	5.4%	-1.5%
CC1(C)Cc2c(sc3nc(NCCN4CCOCC4)n4ncnc4c23)CO1	-2.6%	-16.7%	i	4.4%[0.369 µM]	i	-6.4%	3.98µM*	5.3%	0.0%	-20.1%	-0.9%

Screening results: PubChem BioAssay, National Center for Advancing Translational Sciences (NCATS)
